Screening data: PubChem BioAssay, The Scripps Research Institute Molecular Screening Center
TEAD-YAP inh – TEAD-YAP interaction inhibition; 1.4% of 640,000 active; inhibition, % at 9.12 µM; HEK-TIYL cells, TEAD-Gal4/YAP UAS-luciferase luminescence; in the data active = inhibition above about 32%;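 also: 0% = median of test compound wells and 100% = reference inhibitor wells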
MITF primary – inhibitors of human MITF | AID 1259374 | inhibition, % at 2.6 µM | AlphaScreen MITF homodimerization, bead proximity signal | 0.91% of 650,000 active; in the data active = inhibition above about 50%;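 also: 0% = vehicle wells with protein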
Target sequence (O75030 whole entry, looked up): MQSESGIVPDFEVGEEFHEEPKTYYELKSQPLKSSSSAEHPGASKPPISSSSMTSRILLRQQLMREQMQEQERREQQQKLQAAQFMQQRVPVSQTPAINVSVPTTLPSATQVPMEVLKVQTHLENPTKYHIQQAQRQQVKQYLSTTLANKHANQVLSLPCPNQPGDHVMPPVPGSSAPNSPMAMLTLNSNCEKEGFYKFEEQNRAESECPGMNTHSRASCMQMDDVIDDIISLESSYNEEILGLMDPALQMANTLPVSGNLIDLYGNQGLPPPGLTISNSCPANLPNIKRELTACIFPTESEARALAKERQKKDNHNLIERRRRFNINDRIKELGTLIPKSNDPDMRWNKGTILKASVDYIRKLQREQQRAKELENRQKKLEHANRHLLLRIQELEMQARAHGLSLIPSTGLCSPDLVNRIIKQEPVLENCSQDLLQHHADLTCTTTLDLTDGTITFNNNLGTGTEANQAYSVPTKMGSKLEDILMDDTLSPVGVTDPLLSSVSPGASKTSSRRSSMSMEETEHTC
GPR151 ag – human GPR151 activation | PathHunter beta-arrestin GPR151 cells, luminescence | activation, % at 11.2 µM | 1% of 650,000 active; in the data active = activation above about 4.9%;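 also: 0% = median of compound wells and 100% = cells with positive control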
Target sequence (Q8TDV0 whole entry, looked up): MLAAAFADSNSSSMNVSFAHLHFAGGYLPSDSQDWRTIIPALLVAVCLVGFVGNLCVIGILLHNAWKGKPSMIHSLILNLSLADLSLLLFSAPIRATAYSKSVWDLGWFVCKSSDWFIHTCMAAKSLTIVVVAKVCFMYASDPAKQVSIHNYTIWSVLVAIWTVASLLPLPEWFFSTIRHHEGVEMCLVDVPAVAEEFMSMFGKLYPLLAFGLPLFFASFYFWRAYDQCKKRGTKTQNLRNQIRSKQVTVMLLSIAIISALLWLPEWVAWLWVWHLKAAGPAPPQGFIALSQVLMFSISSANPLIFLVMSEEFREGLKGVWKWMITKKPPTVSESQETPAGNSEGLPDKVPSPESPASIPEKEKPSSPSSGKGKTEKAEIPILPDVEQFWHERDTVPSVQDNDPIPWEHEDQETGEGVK
FBW7 act – human FBW7 E3 ligase activation, primary screen | normalized activity (activation), % at 26.1 µM | Q969H0 | AlphaScreen FBW7–phospho-cyclin E peptide binding, activator screen | 0.13% of 650,000 active; in the data active = normalized activity above about 1.9%;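 also: purified mutant Fbw7 with reduced substrate affinity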
* = called active by the depositor; . = no result given; & = joins results of further samples.

SMILES	TEAD-YAP inh	MITF primary	GPR151 ag	FBW7 act
Cc1ccccc1Oc1cc(NC(=O)c2ccc(F)cc2)cc(NC(=O)c2ccc(F)cc2)c1	6	21	-1.4	1.0
CCOC(=O)C(=CNc1ccc(OC)cc1[N+](=O)[O-])C(=O)OCC	-1	-1	1.6	-0.1
CC1(C)CC2(CC(c3ccccc3)Oc3cc(O)ccc32)NC(=S)N1 (stereo unspecified)	10	6	-0.2	-0.1
CC(C)[C@H](Cn1nnc2ccccc21)NC(=O)c1ccccn1	-2	22	0.5	0.3
CC(C)C[C@@H]1NC(=O)[C@@H]2C[C@H](NCc3cccc(Cl)c3)CN2C1=O	9	8	3.3	0.0
O=C(N/N=C/c1cccnc1)C1=NNC(c2ccccc2)(c2ccccc2)C1	2	3	0.3	-0.1
CCCCN(Cc1ccco1)C(=O)CCc1c(C)nc2c3c(C)cc(C)nc3nn2c1C	14	3	-0.2	0.8
CCNC(=S)N1CCN(CCN=CC2=C(O)CC(c3ccc(C)cc3)CC2=O)CC1 (stereo unspecified)	2	9	0.5	-0.1
COc1cc(/C=C(\C#N)c2nc3ccccc3[nH]2)ccc1Oc1ccc(C(F)(F)F)cc1[N+](=O)[O-]	-33	5	-0.5	0.1
CSc1ncccc1C(=O)OCCOc1ccc(Br)cc1	-2	-17	6.3*	0.4
Cc1cc(C(=O)N2CCC(CCC(=O)NCC3CCCO3)CC2)nc(C)n1 (stereo unspecified)	-16	15	-0.4	0.1
Cc1cc(/C=N/NC(=O)c2ccc([N+](=O)[O-])cc2)c(C)n1C1CCCC1	-14	0	-0.7	-0.1
COc1ccc(NC(=O)c2ccco2)cc1NC(=O)c1ccco1	5	8	0.4	0.1
N#CCN(CC#N)S(=O)(=O)Cc1ccc(Cl)cc1	5	-2	-0.7	-0.2
CC(C)C(OC(=O)c1ccco1)C(=O)NC1CCCC1 (stereo unspecified)	11	18	-1.1	1.4
CC(C)=CCC/C(C)=C/COc1ccc2ccc(=O)oc2c1	1&10	4&-17	1.2&2.6	0.1&0.0
O=S(=O)(c1ccccc1)N1N=C(c2ccccc2)CC1c1ccc(Cl)cc1 (stereo unspecified)	-1	13	-0.5	1.3
CCCCC(NC(=O)c1cccc(C(F)(F)F)c1)C(=O)O (stereo unspecified)	-1	-15	2.5	-0.2
CCOCCCNC(=O)CSc1nnc2c3ccccc3nc(C(C)C)n12	3	5	0.2	0.0
COC(=O)C1=C(C(=O)OC)SC2(S1)C(C(=O)OC)=C(C(=O)OC)SC1=C2c2cc(OC)ccc2N(C(=O)C(C)C)C1(C)C	2	10	-1.4	0.4
CC(C(=O)NC1CCCCCC1)N(c1ccccc1)S(C)(=O)=O (stereo unspecified)	-8	0	3.4	-0.1
COc1ccc(Nc2nccn3c(-c4ccc(N(C)C)cc4)cnc23)cn1	-20	-5	0.7	-0.4
COC(=O)Nc1ccc(S(=O)(=O)Nc2cc(C)c(O)c(C)c2)cc1	-4	-25	-0.6	0.1
CC1(C)OCC(C(O)C2=CCCCC2=O)CO1 (stereo unspecified)	.	1	2.0	-0.1
Cc1cc(=O)oc2cc(OCc3ccc(Cl)cc3)c(Cl)cc12	-22	-9	0.2	-0.1
COc1ccc(OCC(=O)Nc2cc(-c3nc4cc(Cl)ccc4o3)ccc2C)cc1	-16	16	0.2	0.6
Clc1cccc(Cl)c1CSc1nnc(-c2ccco2)o1	-33	8	0.8	0.0
CN(C)c1cccc(C(=O)N2N=C(C(F)F)CC2(O)C(F)F)c1 (stereo unspecified)	9	75*	-0.6	0.5
COc1ccc(S(=O)(=O)N2CCN(C34CC5CC(CC(C5)C3)C4)CC2)c2ccccc12	2	4	-0.9	0.6
Cc1ccc2c(CNCc3ccccc3Br)c(C(=O)O)[nH]c2c1	-4	2	1.3	-0.1
COc1ncccc1C(=O)N1CCC2(CCC(CNC(=O)c3ccccc3F)O2)CC1 (stereo unspecified)	2	-5	0.4	0.3
CC(C)CN1C(=O)C(=O)/C(=C(\O)c2ccc(Cl)cc2)C1c1ccc(O)cc1 (stereo unspecified)	-12	-7	-0.1	-0.1
Nc1ccc(Oc2ccc3c(c2)C(=O)N(CCO)C3=O)cc1	42*	-1	-1.0	-0.1
CCNC(=O)/C(C#N)=C/c1c(Oc2ccc(C(C)(C)C)cc2)nc2ccccn2c1=O	9	18	-8.3	0.6
NC1=NC(=O)/C(=C\c2ccc(OC(=O)c3ccccc3Cl)cc2)S1	-1	-16	-1.9	-0.2
CC1CCN(c2ccccc2NC(=O)c2ccccc2[N+](=O)[O-])CC1	15	4	-0.6	-0.2
CC(C)/C=C1\CC/C(=C\c2cccnc2)C1=O	6	-6	1.8	0.0
COc1cccc(NC(=O)c2ccc(Cl)cc2Cl)c1	-10	7	-2.1	0.4
Cc1ccc(NC(=O)C2CC(=O)OC23CCCCC3)cc1 (stereo unspecified)	6	1	0.8	0.0
O=C(Nc1cccc(C(F)(F)F)c1)N1CCN(C(=O)c2ccco2)CC1	11	-5	1.7	0.2
COCCNc1ccc2ncc(-c3ccc(N4CCOCC4)cc3)n2n1	7	2	0.6	0.2
COc1ccc(C=NC2CC(C)N(C)CC2C)cc1 (stereo unspecified)	4	-8	1.2	0.3
CNC(=O)CCn1c(=O)c2cccn2c2cccnc21	2	3	-1.6	0.1
C=CCNC(=O)C(C)N(c1ccccc1)S(C)(=O)=O (stereo unspecified)	-2	-1	8.2*	0.7
CCCCCc1nnc(NC(=O)c2ccccc2Cl)s1	2	5	-1.0	-0.1
CCOc1ccc2c(c1)sc(=NC(=O)c1ccc(S(C)(=O)=O)cc1)n2C	6	9	-0.8	0.4
Cc1cccc(-n2cc(-c3cc4ccccc4oc3=O)[nH]c2=S)c1	81*	6	-1.2	0.1
CC(C)OCCCNC(=O)CCN1C(=O)c2ccccc2C1=O	3	1	-1.2	0.1
O=C(C(O)c1ccc(Br)cc1F)N1CCC(Nc2ccc3cnccc3c2)CC1 (stereo unspecified)	-2	18	-0.6	0.2
CCCCNC(=O)CSc1nc2sc(C(=O)OCC)c(C)c2c(=O)n1CCC1=CCCCC1	-4	16	-0.5	0.8
Next section.
SMILES	TEAD-YAP inh	MITF primary	GPR151 ag	FBW7 act
Cc1ccccc1CSc1nc(=O)n(CCO)c2c1CCC2	4	-6	1.1	-0.2
CCCCNc1cc(N2CCN(CCO)CC2)c2noc3c2c1C(=O)c1ccccc1-3	20	54*	-0.8	-0.4
O=C(CSc1cccc[n+]1[O-])NNC(=O)c1ccc(Br)cc1	14	7	-0.2	-0.1
CCCCCCCCCCCCCC(=O)N1CC(=O)NC(=O)C1	-1	4	-0.6	0.2
Cc1ccc(C)c(-c2cc(-c3ccccc3)c(C#N)c(=S)[nH]2)c1	7	0	-0.1	-0.1
Cc1ccc(OCC(O)CN2C(=O)c3ccccc3C2=O)cc1 (stereo unspecified)	-5	1	0.1	0.3
CCn1c(C(=O)O)c(CNCCc2cc(OC)ccc2OC)c2ccc(OC)cc21	5	-4	0.2	0.8
O=C(Cn1c(=O)n(Cc2ccc(F)cc2)c(=O)c2nccnc21)N1CCN(c2ccc(F)cc2)CC1	6	-8	-1.0	-0.4
CCC(C)(C#CCN1CCCC1)OC(C)=O (stereo unspecified)	12	14	0.2	0.2
O=C(NCc1c(O)ccc2ccccc12)c1ccccc1	-1	-2	0.6	-0.1
Cc1ccc(CN(Cc2cccnc2)S(=O)(=O)c2ccc(-n3cnnn3)cc2)cc1	12	-2	0.1	-0.2
Cc1c(NC(=O)Nc2ccc(F)cc2)c(=O)n(-c2ccccc2)n1C	1	1	1.1	0.0
CC(=O)c1c(C)oc2ccc(NS(=O)(=O)c3cccs3)cc12	8	10	1.7	0.0
Cc1c(NC(=O)c2ccccc2NC(=O)COc2ccccc2)cccc1C(=O)O	7	3	0.5	-0.2
CCN(CCO)C(=O)c1cnc2scc(-c3ccc(OC)cc3)n2c1=O	-5	12	-0.6	0.0
O=C(CC1C(=O)NCCN1Cc1cccc(Oc2ccccc2)c1)NCCc1cnc[nH]1 (stereo unspecified)	1	8	-0.1	-0.1
CCOC(=O)c1c(C)n(-c2ccccc2)c2ccc(OC(=O)c3c(-c4ccccc4Cl)noc3C)cc12	-9	-4	0.9	0.0
COCCNC(=O)c1cc2c(=O)n3cccc(C)c3nc2n(CCOC)c1=N	-1	6	-1.4	0.0
COc1ccc2c(c1)c(SC)c(CC(=O)O)n2C	2	-5	-0.1	-0.1
CCOC(=O)C1CCCN(C(=O)c2sc3nc(C)nc(N4CCOCC4)c3c2C)C1 (stereo unspecified)	4	-8	-1.1	0.2
COCCCNC(=O)c1ccc2nc(-c3ccc(OC)c(OC)c3)c(-c3ccc(OC)c(OC)c3)nc2c1	-6	0	2.0	-0.1
O=C(Nc1cccc(F)c1)N[C@H]1C[C@H]2C(=O)N3CCC[C@H]3C(=O)N2C1	-2	-8	-0.3	-0.2
CSCCC(=O)N(C)C(Cc1ccc(F)cc1)C1CCN(Cc2cn(C)nc2C)CC1 (stereo unspecified)	-2	-4	-1.1	-0.2
CC1CCC(NCc2c(C(=O)O)n(Cc3ccccc3)c3ccccc23)CC1 (stereo unspecified)	12	15	-0.3	0.6
CCCCCCCC/C=C\CCCCCCCCCCCC(N)=O	.	-3	2.4	.
COc1ccc(CC(=O)OCC(=O)NC(=O)NC2CCCCC2)cc1	7	5	-1.2	1.1
O=C(NN=C(C1CC1)C1CC1)c1cc2ccccc2cc1O	-8	-8	-1.0	0.0
COc1ccc(C2/C(=C(/O)c3ccc(C)cc3)C(=O)C(=O)N2c2ccccc2)cc1OC (stereo unspecified)	-5	-4	-0.2	-0.1
Cc1cccc(C(=O)NC(NCc2ccco2)C(Cl)(Cl)Cl)c1 (stereo unspecified)	12	9	-0.9	0.7
Cc1nn(-c2ccccc2)c2c1C1(C(=O)Nc3ccc(Cl)cc31)C(C#N)=C(N)O2 (stereo unspecified)	7	-7	0.6	-0.1
O=S(=O)(c1cccc(-c2nn(CN3CCCC3)c(=S)o2)c1)N1CCOCC1	-6	0	2.4	-0.5
CN(CCCCCCCCCCN(C)C(=O)Oc1cccc([N+](C)(C)C)c1)C(=O)Oc1cccc([N+](C)(C)C)c1	.	1	3.5	0.0
COc1ccc(NC(=O)C2Sc3nnc(C)n3NC2c2ccccc2)cc1 (stereo unspecified)	-1	11	-0.6	0.0
CC1Cc2nc(SCC(=O)Nc3cccc(F)c3)n(Cc3ccccc3)c(=O)c2S1 (stereo unspecified)	-46	12	-0.8	0.2
CCCC(=O)Oc1ccc(NS(=O)(=O)c2ccc(C)cc2)c2ccccc12	1	5	2.0	0.0
COc1ccc(C)cc1S(=O)(=O)Oc1cccc2ccc(C)nc12	5	4	-0.9	0.1
CN(C)c1cccc(-c2cnc(Nc3ccc(N4CCOCC4)cc3)c3nccn23)c1	-6	14	0.2	0.3
CC(CCc1ccccc1)NC(=O)C1CCN(S(=O)(=O)N2CCOCC2)CC1 (stereo unspecified)	8	9	-0.3	0.0
O=C1CCCN1CCn1cnc2c(NCc3ccccc3)nc(Nc3ccc(N4CCOCC4)cc3)nc21	1	11	-1.4	-0.2
CC1Sc2cc(S(=O)(=O)C(C)CC(=O)NC3CCCCCCC3)ccc2NC1=O (stereo unspecified)	22	0	2.0	0.2
CCOC(=O)Cc1csc(NC(NC(=O)CC)(C(F)(F)F)C(F)(F)F)n1	-2	-10	3.8	-0.2
CC(C)N1CCN(C(=O)CC2(c3cccc(F)c3)CC(=O)N(C3CCCC3)C2=O)CC1 (stereo unspecified)	-12	1	0.5	-0.4
COc1ccc(C(=O)N2CCN3C(=O)[C@H](CO)N(C)C(=O)[C@H]3C2)cc1	1	1	-0.2	-0.1
NC(=O)C1CCN(C2CC(=O)N(c3ccc(Br)cc3)C2=O)CC1 (stereo unspecified)	-5	20	-2.1	1.2
COc1ccc(-c2noc(CN3CCCCC3)n2)cc1OC	-6	13	-2.2	0.2
Cc1nnc(-c2cn(CC(=O)NC3CCCC3)c3ccccc23)o1	4	-11	1.1	0.1

Shown bar-delimited: 14 of the compounds above.
SMILES | TEAD-YAP inh | MITF primary | GPR151 ag | FBW7 act
COc1ccc(NC(=O)C2Sc3nnc(C)n3NC2c2ccccc2)cc1 (stereo unspecified) | -1 | 11 | -0.6 | 0.0
CC1Cc2nc(SCC(=O)Nc3cccc(F)c3)n(Cc3ccccc3)c(=O)c2S1 (stereo unspecified) | -46 | 12 | -0.8 | 0.2
CCCC(=O)Oc1ccc(NS(=O)(=O)c2ccc(C)cc2)c2ccccc12 | 1 | 5 | 2.0 | 0.0
COc1ccc(C)cc1S(=O)(=O)Oc1cccc2ccc(C)nc12 | 5 | 4 | -0.9 | 0.1
CN(C)c1cccc(-c2cnc(Nc3ccc(N4CCOCC4)cc3)c3nccn23)c1 | -6 | 14 | 0.2 | 0.3
CC(CCc1ccccc1)NC(=O)C1CCN(S(=O)(=O)N2CCOCC2)CC1 (stereo unspecified) | 8 | 9 | -0.3 | 0.0
O=C1CCCN1CCn1cnc2c(NCc3ccccc3)nc(Nc3ccc(N4CCOCC4)cc3)nc21 | 1 | 11 | -1.4 | -0.2
CC1Sc2cc(S(=O)(=O)C(C)CC(=O)NC3CCCCCCC3)ccc2NC1=O (stereo unspecified) | 22 | 0 | 2.0 | 0.2
CCOC(=O)Cc1csc(NC(NC(=O)CC)(C(F)(F)F)C(F)(F)F)n1 | -2 | -10 | 3.8 | -0.2
CC(C)N1CCN(C(=O)CC2(c3cccc(F)c3)CC(=O)N(C3CCCC3)C2=O)CC1 (stereo unspecified) | -12 | 1 | 0.5 | -0.4
COc1ccc(C(=O)N2CCN3C(=O)[C@H](CO)N(C)C(=O)[C@H]3C2)cc1 | 1 | 1 | -0.2 | -0.1
NC(=O)C1CCN(C2CC(=O)N(c3ccc(Br)cc3)C2=O)CC1 (stereo unspecified) | -5 | 20 | -2.1 | 1.2
COc1ccc(-c2noc(CN3CCCCC3)n2)cc1OC | -6 | 13 | -2.2 | 0.2
Cc1nnc(-c2cn(CC(=O)NC3CCCC3)c3ccccc23)o1 | 4 | -11 | 1.1 | 0.1
